FAK inh: inhibitors of human focal adhesion kinase; Q05397; biochemical FAK kinase activity assay; inhibition, %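 (tested at 7 µM)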; hit rate 0.84% among 97,000; AID 727; in the data active = inhibition above about 19%;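 note: 0% = DMSO and 100% = reference compound high control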
PLAP act: activates human placental alkaline phosphatase. P05187. activation fold at 20 µM. hit rate 1.2% among 96,000. purified PLAP enzyme, luminescent substrate read-out; active compounds read high. AID 696; in the data active = activation fold above about 2
PLK1 kinase inh: PLK1 (human) kinase inhibition; inhibition, % at 10 µM; hit rate 0.53% among 97,000; recombinant PLK1 kinase, TR-FRET peptide phosphorylation; P53350; AID 619;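 active = inhibition of 50% or more in the single-concentration screen; inactive = inhibition below 50%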;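 note: 0% = DMSO max control and 100% = H-89 dihydrochloride min control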
MT1-MMP txn act: activates MT1-MMP transcription | activation factor at 10 µM | HT1080 MT1-MMP promoter luciferase reporter, luminescence, overnight; active compounds read high | hit rate 0.16% among 86,000;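 active = activation factor of at least 2 for MT1-MMP transcription at 10 µM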
Rev-RRE block: HIV Rev-RRE protein-RNA interaction inhibition | hit rate 0.79% among 97,000 | inhibition, % at 8 µM | Rev peptide-RRE RNA binding, FRET;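 active = inhibition above the screen-wide mean plus 3 SD, cut at about 35% in these data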;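 note: 0% = median DMSO wells and 100% = median Neomycin B control wells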
Target sequence (P05866 whole entry, looked up): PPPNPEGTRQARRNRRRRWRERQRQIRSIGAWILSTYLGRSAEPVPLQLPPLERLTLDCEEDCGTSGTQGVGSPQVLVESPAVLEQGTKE
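Test system – labelled RRE RNA duplex and labelled Rev peptide · Reagent – labelled Rev peptide · Doses – one concentration, 8 µM nominal · Incubation – 5 + 15 min at 25 °C · Signal – FRET fluorescence readout · Read-out basis – % inhibition of FRET ratio versus controls · Control set – DMSO wells as 0% and neomycin B wells as 100% inhibition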
S1P2 blocker: blocks the human S1P2 receptor. O95136. cell-based S1P2 antagonist assay, inhibition at 5 uM. inhibition, % at 5 µM. hit rate 0.21% among 97,000. AID 736; in the data active = inhibition above about 45%;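 note: CRE beta-lactamase reporter cells expressing human S1P2 stimulated with S1P; 0% = agonist at EC80 alone and 100% = agonist plus reference antagonist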
Plk1 PBD FP: Plk1 (human) PBD binding inhibition | P53350 | Plk1 PBD phosphopeptide binding, fluorescence polarization | inhibition, %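 (tested at about 20 µM)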 | hit rate 0.13% among 97,000 | AID 693; in the data active = inhibition above about 34%, passing the limit was not always enough
S1P2 agonist: activates the human S1P2 receptor; O95136; S1P2-expressing cell line, agonist reporter read-out; activation, % at 4.5 µM; hit rate 0.46% among 97,000; AID 729; in the data active = activation above about 16%;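 note: 0% = vehicle low control and 100% = maximal reference agonist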
EphB4 ephrin blk: antagonists of human EphB4-ephrin-B2 interaction; P54760; EphB4 LBD / TNYL-RAW-Alexa532 peptide, fluorescence polarization; inhibition, % at 7 µM; hit rate 0.15% among 97,000; AID 720;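 active = inhibition above the screen-wide mean inhibition plus 3 SD, cut at about 15% in these data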;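 note: 0% = DMSO wells and 100% = excess unlabeled TNYL-RAW peptide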
Target sequence (P54760 whole entry, looked up, the tested form may be a part): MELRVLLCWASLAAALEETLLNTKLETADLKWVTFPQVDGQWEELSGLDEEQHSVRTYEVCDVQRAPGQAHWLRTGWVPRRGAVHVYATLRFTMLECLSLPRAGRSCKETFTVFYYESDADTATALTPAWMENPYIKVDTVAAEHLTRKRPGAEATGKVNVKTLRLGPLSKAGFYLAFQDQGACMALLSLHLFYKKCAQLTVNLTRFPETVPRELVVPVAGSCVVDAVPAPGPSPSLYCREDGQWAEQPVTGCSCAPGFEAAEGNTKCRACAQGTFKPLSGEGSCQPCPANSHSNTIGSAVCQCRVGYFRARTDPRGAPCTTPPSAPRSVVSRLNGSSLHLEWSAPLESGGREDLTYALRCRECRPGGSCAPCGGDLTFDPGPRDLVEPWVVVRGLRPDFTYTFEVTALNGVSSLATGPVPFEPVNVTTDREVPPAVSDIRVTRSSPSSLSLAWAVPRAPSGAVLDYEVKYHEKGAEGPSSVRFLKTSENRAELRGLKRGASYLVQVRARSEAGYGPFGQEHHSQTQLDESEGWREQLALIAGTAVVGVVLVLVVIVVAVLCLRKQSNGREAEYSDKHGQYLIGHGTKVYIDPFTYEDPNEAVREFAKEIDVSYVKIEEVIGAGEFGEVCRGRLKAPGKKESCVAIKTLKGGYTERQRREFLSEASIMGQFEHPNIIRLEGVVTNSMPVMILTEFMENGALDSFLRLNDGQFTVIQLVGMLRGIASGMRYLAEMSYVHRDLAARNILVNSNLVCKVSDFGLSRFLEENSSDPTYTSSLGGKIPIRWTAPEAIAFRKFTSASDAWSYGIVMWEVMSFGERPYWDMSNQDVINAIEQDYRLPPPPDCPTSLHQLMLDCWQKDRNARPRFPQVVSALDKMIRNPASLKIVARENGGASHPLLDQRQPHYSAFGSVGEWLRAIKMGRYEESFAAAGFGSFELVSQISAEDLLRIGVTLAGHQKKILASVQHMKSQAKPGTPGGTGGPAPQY
An asterisk follows results filed as active; nt = not tested or not shown.

#1 OCCNc1nc(N2CCN(Cc3ccccc3)CC2)nc2ccccc12
#2 CCN1C(c2ccccc2)=C(c2ccccc2)S/C1=C\C=C1/SC(=S)N(C)C1=O
#3 C=CCOc1ccc(/C(O)=C2\C(=O)C(=O)N(CCOC)C2c2cccnc2)cc1 (stereo unspecified)
#4 COc1ccc(NC(=O)CSc2nc3sc(C)c(C)c3c(=O)n2Cc2ccco2)cc1
#5 CC1CCN(S(=O)(=O)c2ccc(NC(=O)CN3CCOCC3)cc2)CC1
Assay by compound	1	2	3	4	5
FAK inh	-1	0	-5	-8	-3
PLAP act	1.5	nt	1.1	0.8	1.4
PLK1 kinase inh	-4	7	-16	-14	-4
MT1-MMP txn act	1.1	nt	1	1	1
Rev-RRE block	4	23	3	10	6
S1P2 blocker	14	-4	10	7	3
Plk1 PBD FP	-5	-21	-3	10	8
S1P2 agonist	2	1	-6	-12	-2
EphB4 ephrin blk	-1	-6	1	-1	-7

Looked up one by one from above (four):
#5 CC1CCN(S(=O)(=O)c2ccc(NC(=O)CN3CCOCC3)cc2)CC1
#1 OCCNc1nc(N2CCN(Cc3ccccc3)CC2)nc2ccccc12
#3 C=CCOc1ccc(/C(O)=C2\C(=O)C(=O)N(CCOC)C2c2cccnc2)cc1 (stereo unspecified)
#4 COc1ccc(NC(=O)CSc2nc3sc(C)c(C)c3c(=O)n2Cc2ccco2)cc1
Assay by compound	5	1	3	4
FAK inh	-3	-1	-5	-8
PLAP act	1.4	1.5	1.1	0.8
PLK1 kinase inh	-4	-4	-16	-14
MT1-MMP txn act	1	1.1	1	1
Rev-RRE block	6	4	3	10
S1P2 blocker	3	14	10	7
Plk1 PBD FP	8	-5	-3	10
S1P2 agonist	-2	2	-6	-12
EphB4 ephrin blk	-7	-1	1	-1

Remaining list, next part
#6 c1csc(-c2csc3ncnc(NCCCN4CCOCC4)c23)c1
#7 CCCCOC(=O)C1=C(C)Nc2ncnn2C1c1ccc(OCC)c(OC)c1 (stereo unspecified)
#8 COc1ccccc1OCc1ccc(C(=O)NN)cc1
#9 CC(=O)Nc1cc(-c2nn(CC(=O)N3CCCCC3)c(=O)c3ccccc23)ccc1N1CCOCC1
#10 Cc1ccc(-c2nnn(CC(=O)O)n2)cc1
Assay by compound	6	7	8	9	10
FAK inh	4	4	0	-4	-2
PLAP act	1.4	1.3	1	1.4	0.8
PLK1 kinase inh	21	-16	-11	8	-9
MT1-MMP txn act	0.9	1.1	nt	1.2	1
Rev-RRE block	4	2	3	2	10
S1P2 blocker	11	2	-9	4	-10
Plk1 PBD FP	12	-16	-48	13	-10
S1P2 agonist	-3	-4	-1	-5	16
EphB4 ephrin blk	-2	2	5	2	4

#11 Cc1noc(C)c1COC(=O)c1cccnc1SCC(=O)Nc1ccc2c(c1)OCO2
#12 Cc1nc(Nc2ccc(S(N)(=O)=O)cc2)oc1C
#13 N#Cc1c(=O)c2nc(NCc3ccccc3)ncc2n2ccccc12
#14 O=C(c1ccc(C(=O)N2CCOCC2)s1)N1CCOCC1
#15 CC(C)C(=O)Nc1nc2cc3c(cc2s1)OCO3
Assay by compound	11	12	13	14	15
FAK inh	0	2	-1	0	1
PLAP act	0.8	0.9	0.9	0.9	0.9
PLK1 kinase inh	-1	-16	-7	-31	-32
MT1-MMP txn act	1.1	0.9	nt	nt	nt
Rev-RRE block	11	10	16	6	2
S1P2 blocker	0	10	8	-24	14
Plk1 PBD FP	24	2	25	-9	0
S1P2 agonist	-9	-3	-3	-5	-7
EphB4 ephrin blk	-3	6	4	-3	-2

#16 Cn1c(=O)c2c(nc(NCC3CCCO3)n2C)n(C)c1=O (stereo unspecified)
#17 CC(C)(C)c1nc(N2CCN(C(=O)c3ccco3)CC2)c2nnn(Cc3ccccc3)c2n1
#18 CCn1c(N)c(C(=O)NCc2ccc3c(c2)OCO3)sc1=S
#19 CCOCCCNC(=O)N[C@@H](Cc1ccccc1)C(=O)OC
#20 COc1cccc(C2CC(c3ccc(C)cc3)n3ncnc3N2)c1 (stereo unspecified)
Assay by compound	16	17	18	19	20
FAK inh	1	-2	0	2	-10
PLAP act	1	1	0.8	1.1	1.1
PLK1 kinase inh	-6	-9	1	-3	-17
MT1-MMP txn act	1.2	0.8	1.2	1.1	1.1
Rev-RRE block	5	-5	-1	4	4
S1P2 blocker	7	18	-7	28	-14
Plk1 PBD FP	-11	-35	0	3	-6
S1P2 agonist	-7	1	-6	-8	-3
EphB4 ephrin blk	3	2	-1	2	-8

#21 COc1cccc2c(=O)n(CC(=O)Nc3ccc(F)cc3)ccc12
#22 CN1C(=O)c2cccc(N(C)C)c2C1=O
#23 Cc1ccc(-n2c(Cc3cccs3)nnc2SCC(=O)Nc2ccc(S(N)(=O)=O)cc2)cc1
#24 O=C(Cc1ccc(F)cc1)NCCc1ccccc1
#25 COc1ccc(Nc2nc(N)nc(CN3CCOCC3)n2)cc1
Assay by compound	21	22	23	24	25
FAK inh	1	4	5	-1	1
PLAP act	1	0.9	1.3	0.7	1
PLK1 kinase inh	-35	-17	9	-12	-8
MT1-MMP txn act	nt	1.1	1	1.1	1.1
Rev-RRE block	6	8	11	-1	1
S1P2 blocker	8	0	10	-28	-1
Plk1 PBD FP	-17	-16	20	-16	-5
S1P2 agonist	-2	-5	-6	-5	-5
EphB4 ephrin blk	0	-10	7	-1	-9

#26 COc1ccc(Cn2c(-c3ccco3)nc3oc4cc(OC)ccc4c(=O)c3c2=O)cc1
#27 Cc1ccc(S(=O)(=O)CNC(=S)c2ccc3ccccc3c2)cc1
#28 CCN1CCN(c2cc(C)c3cc(NC(=O)c4cccnc4Cl)ccc3n2)CC1
#29 COc1ccc2cc(C#N)c(NC(C)C)nc2c1
#30 O=c1ccc(/C=C/c2ccccc2)nn1Cc1ccc(Cl)cc1Cl
Assay by compound	26	27	28	29	30
FAK inh	4	0	11	2	2
PLAP act	0.9	1.1	1.5	1.2	1
PLK1 kinase inh	-13	0	0	21	-34
MT1-MMP txn act	1.9	nt	1	1	1.1
Rev-RRE block	9	10	4	2	14
S1P2 blocker	13	11	2	-3	9
Plk1 PBD FP	-17	1	-1	-5	-4
S1P2 agonist	79*	-10	-3	0	-4
EphB4 ephrin blk	6	8	1	-3	8

#31 O=C(Nc1ccccc1N1CCN(C(=O)c2ccc(Cl)cc2)CC1)c1cc2ccccc2o1
#32 CCC(=NCCc1ccccc1)C1=C(O)CCC1=O
#33 CCc1nc2c(sc3nc4c(cc32)COC(C)(C)C4)c(=O)n1Cc1ccccc1
#34 CC(C)(C)C(=O)Nc1cccc(-c2nnc(-c3cccc(NC(=O)C(C)(C)C)c3)o2)c1
#35 CC(C)NC(=O)c1ccccc1-c1nc(-c2ccccc2Cl)no1
Assay by compound	31	32	33	34	35
FAK inh	0	0	-1	-2	-1
PLAP act	1.4	0.9	1.5	nt	1
PLK1 kinase inh	-5	-1	-5	-10	-10
MT1-MMP txn act	1.2	1.2	nt	1.1	1.3
Rev-RRE block	1	10	12	4	-6
S1P2 blocker	-7	17	4	13	21
Plk1 PBD FP	-2	-8	30	-16	-7
S1P2 agonist	-7	-5	-5	-5	-9
EphB4 ephrin blk	-7	6	-7	4	-2

#36 COCCCNS(=O)(=O)c1ccccc1
#37 CCOC(=O)N1CCN(CCC(=O)Nc2ccc(OC)cc2OC)CC1
#38 Fc1cccc(F)c1CN1CCN(c2ncccn2)CC1
#39 N/C(=N\OC(=O)c1cccc(Br)c1)c1ccccc1
#40 Cc1c(N=Cc2cccnc2)c(=O)n(-c2ccccc2)n1C
Assay by compound	36	37	38	39	40
FAK inh	-5	1	-2	0	-2
PLAP act	1.1	nt	1.3	0.8	nt
PLK1 kinase inh	-6	-11	-7	-5	-7
MT1-MMP txn act	1.1	1.3	1.1	nt	1.1
Rev-RRE block	0	-2	5	3	3
S1P2 blocker	-2	-15	8	-16	13
Plk1 PBD FP	-3	12	5	9	-3
S1P2 agonist	-3	-7	-3	-4	-3
EphB4 ephrin blk	-5	-1	0	-6	1

#41 CN(CC1COc2ccccc2O1)C(=S)Nc1ccccc1 (stereo unspecified)
#42 COc1ccc(C(=O)NC(=S)NCc2ccco2)cc1OC
#43 Cc1c(Cl)ccc2c1NC(=O)[C@]21N[C@@H](Cc2ccccc2)[C@H]2C(=O)N(c3ccc(F)cc3)C(=O)[C@H]21
#44 O=C(NCCCN1CCCCCC1)C1CC(=O)N(C2CCCC2)C1 (stereo unspecified)
#45 O=c1/c(=C/c2ccco2)sc2n1CN(c1ccccc1)CN=2
Assay by compound	41	42	43	44	45
FAK inh	1	-3	1	8	0
PLAP act	nt	0.9	1.5	1.4	0.8
PLK1 kinase inh	-4	-6	-5	-10	1
MT1-MMP txn act	nt	nt	1.1	1.1	1.1
Rev-RRE block	0	-1	11	10	9
S1P2 blocker	4	0	-33	11	1
Plk1 PBD FP	-29	47	-7	-4	-20
S1P2 agonist	-2	-9	-1	-5	-2
EphB4 ephrin blk	-5	3	-4	4	-8

#46 COc1ccc(N2C(=O)NC3CC2(C)Oc2ccc(Cl)cc23)cc1OC (stereo unspecified)
#47 CC1=C(C(=O)OCC(C)C)C(c2ccccc2Cl)NC(=O)N1C (stereo unspecified)
#48 CCOC(=O)c1c(-c2ccc(OC)cc2)nc2nonc2c1N
#49 CCOC(=O)N1CCN(Cc2nc3c(c(=O)[nH]c(=O)n3C)n2Cc2ccccc2C)CC1
#50 c1ccc(-c2nn3c(C4CCCCC4)nnc3s2)nc1
Assay by compound	46	47	48	49	50
FAK inh	-3	-3	2	-2	1
PLAP act	0.9	1.5	nt	1.4	1
PLK1 kinase inh	3	0	10	-16	-4
MT1-MMP txn act	1.2	nt	1	1.1	1
Rev-RRE block	6	3	6	4	5
S1P2 blocker	5	9	-30	0	-7
Plk1 PBD FP	-3	10	-8	-3	22
S1P2 agonist	-8	-4	-7	-4	0
EphB4 ephrin blk	13	-8	3	-8	1

#51 CCCCOC(=O)Nc1ccc(C(=O)OC)cc1
#52 COc1ccc(-c2nn(C)c(=O)c3ccccc23)cc1CNC(=O)c1ccco1
#53 N#Cc1ccc(-c2csc(NNC(=O)c3ccccc3)n2)cc1
#54 COc1cc(C)ccc1OCCCOc1ccccc1Cl
#55 CCC(Sc1nc2ccc(N)cc2s1)C(=O)Nc1nccs1 (stereo unspecified)
Assay by compound	51	52	53	54	55
FAK inh	-6	3	4	-1	0
PLAP act	0.9	nt	1	1	1.3
PLK1 kinase inh	6	-7	-13	-3	5
MT1-MMP txn act	1.3	1.2	nt	nt	1.2
Rev-RRE block	0	1	4	13	1
S1P2 blocker	9	2	18	-14	-7
Plk1 PBD FP	13	20	8	31	8
S1P2 agonist	-6	-2	-3	1	0
EphB4 ephrin blk	-1	0	5	-7	0

#56 Fc1ccc(-c2csc3nnc(SCc4cccnc4)n23)cc1
#57 CC1=C(C(=O)Nc2ccc(Cl)cc2)C(c2ccncc2)C(C#N)=C(SCC(N)=O)N1 (stereo unspecified)
#58 CCCCNC(=O)Nc1nnc(-c2ccc(Cl)cc2)o1
#59 Cc1cc[n+](-c2nc([O-])sc2/C=N/Nc2ccc([N+](=O)[O-])cc2)cc1
Assay by compound	56	57	58	59
FAK inh	-2	0	0	1
PLAP act	0.8	1.2	1	0.8
PLK1 kinase inh	-14	-1	-3	-9
MT1-MMP txn act	1.1	nt	1.2	1
Rev-RRE block	2	5	-3	6
S1P2 blocker	-5	5	-1	-10
Plk1 PBD FP	1	-18	4	-8
S1P2 agonist	-4	-4	-4	-2
EphB4 ephrin blk	-3	5	1	-6

Source: PubChem (several laboratories)
